Source: PubChem BioAssay
HePTP inhibitor: inhibitors of human HePTP phosphatase, primary screen, biochemical, absorbance, leukemia target | Tyrosine-protein phosphatase non-receptor type 7 (Homo sapiens), P35236 | recombinant HePTP phosphatase activity, OD absorbance | inhibition, % at 20 µM | 110,000 compounds, 0.64% hits | AID 521, 2006; in the data active = inhibition above about 50%;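 note: plate controls were vehicle for no effect and reference inhibitor for full effect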
Target sequence (P35236 whole entry, looked up): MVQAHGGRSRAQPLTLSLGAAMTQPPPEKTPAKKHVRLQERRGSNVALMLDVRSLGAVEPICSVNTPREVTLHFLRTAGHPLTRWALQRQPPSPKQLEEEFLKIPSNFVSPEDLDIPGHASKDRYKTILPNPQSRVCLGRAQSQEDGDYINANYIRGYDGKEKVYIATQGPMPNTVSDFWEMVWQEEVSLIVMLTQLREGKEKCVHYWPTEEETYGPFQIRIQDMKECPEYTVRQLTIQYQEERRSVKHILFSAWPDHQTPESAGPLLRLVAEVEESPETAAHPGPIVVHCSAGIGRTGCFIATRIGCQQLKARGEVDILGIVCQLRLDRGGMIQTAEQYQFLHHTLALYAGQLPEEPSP
BAP1 block: inhibitors of BAP1 deubiquitinase, primary screen, biochemical, Ub-AMC fluorescence, kinetic | Ubiquitin carboxyl-terminal hydrolase BAP1 (Homo sapiens), Q92560 | recombinant BAP1, Ub-AMC hydrolysis fluorescence kinetic; hits give low values | activity remaining (% of control), % at 20 µM | 72,000 compounds, 0.48% hits | AID 436, 2006;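 active = activity remaining at or below 50% of control, provided the compound also passes the data quality filters; inactive = the rest, including low values that fail the filters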;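 note: 100% = DMSO wells rate and 0% = substrate alone blank rate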
Target sequence (Q92560 whole entry, looked up): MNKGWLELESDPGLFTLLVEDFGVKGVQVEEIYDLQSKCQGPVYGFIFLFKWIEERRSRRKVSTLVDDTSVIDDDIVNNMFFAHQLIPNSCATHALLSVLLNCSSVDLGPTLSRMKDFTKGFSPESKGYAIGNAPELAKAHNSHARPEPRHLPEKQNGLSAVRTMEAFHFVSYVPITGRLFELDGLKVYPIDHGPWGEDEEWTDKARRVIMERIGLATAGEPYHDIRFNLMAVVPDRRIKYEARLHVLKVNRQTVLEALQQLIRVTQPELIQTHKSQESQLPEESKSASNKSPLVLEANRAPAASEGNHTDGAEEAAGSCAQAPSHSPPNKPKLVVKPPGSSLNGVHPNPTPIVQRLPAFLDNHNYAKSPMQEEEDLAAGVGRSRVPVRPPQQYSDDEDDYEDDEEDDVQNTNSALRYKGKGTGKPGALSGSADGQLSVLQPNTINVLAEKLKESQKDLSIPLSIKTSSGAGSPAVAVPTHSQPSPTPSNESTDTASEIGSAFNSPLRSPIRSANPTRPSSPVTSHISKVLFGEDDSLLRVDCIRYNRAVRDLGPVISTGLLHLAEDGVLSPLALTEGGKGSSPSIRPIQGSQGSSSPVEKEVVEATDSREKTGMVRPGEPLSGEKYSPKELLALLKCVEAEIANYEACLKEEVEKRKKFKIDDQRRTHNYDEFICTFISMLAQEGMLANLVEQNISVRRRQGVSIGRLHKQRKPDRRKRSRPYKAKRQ
An asterisk follows results filed as active; i = inactive; · = no result given; & = joins results of further samples.

SMILES | BAP1 block | HePTP inhibitor
O=C(COc1ccccc1[N+](=O)[O-])Nc1ccc(Cl)c(-c2nc3ccccc3s2)c1 | · | 8
Cc1nc2cc(N=Cc3ccc(Br)cc3)ccc2n1C | 83 | -15
O=C(c1ccccc1)N1CCN(CCCc2ccccc2)CC1 | · | -3
O=C(CN1CCCCC1)NCCNC(=O)CN1CCCCC1 | 117 | 2
CCOc1ccc(C(=O)N(CN2CCCC2=O)c2ccc(C)cc2)cc1 | 104 | 8
Cn1c(=O)[nH]c(=O)c2c1nc(CN1CCN(c3ccccc3F)CC1)n2CCc1ccccc1 | 87 | 9
O=C(CN1C2=NCCCN2c2ccccc21)c1ccc(Br)s1 | 78&166 | 9
CCN(C(=O)CCN1C(=O)c2ccccc2C1=O)C1CCCCC1 | 107 | 8
CCCn1c(=O)c2ccccc2n2c(SCC(=O)c3cc(C)n(CCOC)c3C)nnc12 | 126 | 7
Cc1ccc(C(=O)Nc2cccc(O)c2)cc1S(=O)(=O)N1CCCCC1 | · | 2
Cn1cccc1Cc1nnc(SCC(=O)Nc2ccccc2F)n1CCc1ccccc1 | 92 | 12
O=c1oc2ccccc2cc1-c1nnc(Nc2cccc(C(F)(F)F)c2)s1 | 71 | ·
COC(=O)c1ccc(NC(=S)NC(=O)c2ccn(C)n2)cc1 | · | -19
C=CCN1C(=O)C(Cc2ccc(C)cc2)S/C1=N\N=C\c1ccco1 (stereo not drawn) | · | -8
CCOC(=O)CNC(=O)c1c2c(nc3ccccc13)CCCC2 | 99 | 13
O=C(CCCC(=O)N1CCc2ccccc21)N1CCc2ccccc21 | 71 | 3
O=C(O)c1coc2ccccc12 | 100 | 5
CCCCN(Cc1ccccc1)C(=O)c1cnc2n(c1=O)CCS2 | 102 | -3
CC(C)CCn1c(N)c(S(=O)(=O)c2cccs2)c2nc3ccccc3nc21 | · | 0
COc1ccc(C)cc1S(=O)(=O)N1CCN(c2cccc(C(F)(F)F)c2)CC1 | 92 | 5
O=C(NCC1CCCO1)c1cc2nc(-c3ccc(F)cc3)cc(C(F)(F)F)n2n1 (stereo not drawn) | · | -16
O=C(O)/C=C/c1ccc(N2Cc3ccccc3C2)cc1 | · | 2
O=C(O)COc1cccc(NC(=O)C2CCCO2)c1 (stereo not drawn) | 75 | -3
CCOC(=O)C1=C(c2ccccc2)NC(SCC(=O)NC2CCCCC2)=C(C#N)C1c1ccco1 (stereo not drawn) | 90 | 4

Four structures already listed, sorted by SMILES length, smallest number first:
SMILES | BAP1 block | HePTP inhibitor
O=C(O)c1coc2ccccc12 | 100 | 5
O=C(O)COc1cccc(NC(=O)C2CCCO2)c1 (stereo not drawn) | 75 | -3
O=C(O)/C=C/c1ccc(N2Cc3ccccc3C2)cc1 | · | 2
O=C(NCC1CCCO1)c1cc2nc(-c3ccc(F)cc3)cc(C(F)(F)F)n2n1 (stereo not drawn) | · | -16

The list continues:
SMILES | BAP1 block | HePTP inhibitor
O=S(=O)(O)CCN1CCOCC1 | 93 | 6
Cc1ccc(S(=O)(=O)c2c(N)n(CC3CCOC3)c3nc4ccccc4nc23)cc1 (stereo not drawn) | i | 9
O=[N+]([O-])c1ccc(Cl)c(-n2ncnc2-c2ccccc2C(F)(F)F)c1 | · | -14
O=C(COC(=O)c1cccs1)c1ccc2c(c1)OCCO2 | 94 | 11
COc1ccc(C2CC(=O)C3=C(C2)Nc2ccccc2NC3c2cc3c(cc2[N+](=O)[O-])OCO3)cc1 (stereo not drawn) | · | -4
O=C1OC(/C=C/c2ccccc2)=NC/1=C/c1ccccc1 | · | 2
O=C1CC(N2CCCN(C3CC(=O)N(c4ccc(F)cc4)C3=O)CC2)C(=O)N1c1ccc(F)cc1 (stereo not drawn) | 100 | -3
COCCOC(=O)c1ccc(NC(=O)COc2ccc(Br)cc2)cc1 | · | 4
Cc1ccc(SCC(=O)Nc2ccccc2)cc1 | · | 0
CCCN(S(=O)(=O)c1ccc(OCC)cc1)S(=O)(=O)c1cccs1 | · | -6
O=C(CSc1nc2ccccc2[nH]1)NCCN1CCCCC1 | 107 | 2
Nc1cc(=O)[nH]c(SCCNS(=O)(=O)c2ccccc2)n1 | 112 | 5
CCn1nc(C(=O)OCC(=O)c2c[nH]c3ccccc23)c2ccccc2c1=O | 62 | 1
CCOC(=O)Cn1cnc2c(cnn2-c2ccc(Cl)cc2)c1=O | 103 | 5
Cc1ccc2c(COC(=O)c3cnc(C)cn3)cc(=O)oc2c1 | 109 | 9
Cc1ccc(-c2ccc(OCC(=O)Nc3ccc(S(=O)(=O)Nc4nccs4)cc3)cc2)cc1 | · | 4
C=CC(=O)NC(NC(=O)C=C)c1cccc([N+](=O)[O-])c1 | · | 3
CC(=O)N=c1sc2ccccc2n1C | 113 | 9
Cc1ccccc1CS(=O)(=O)CCC(=O)N1CCN(c2ccc(N3CCOCC3)nn2)CC1 | 63 | 6
CCOC(=O)c1c(-c2ccc(C)cc2C)csc1NC(=S)NC(=O)c1ccccc1 | · | -14
COc1ccc(C(=O)CC2OC(=O)c3c2ccc(OC)c3OC)cc1 (stereo not drawn) | 109 | ·
CC(C)Nc1nc(N(c2ccccc2)c2ccccc2)nc(-n2ccnc2)n1 | 69 | 2
CC(C)CC(NC(=O)COc1ccccc1)C(=O)O (stereo not drawn) | 106 | 3
CCOc1cc(/C=N/NC(=O)c2ccncc2)ccc1OC(=O)c1ccc([N+](=O)[O-])cc1 | · | 3
N/C(Cc1ccc([N+](=O)[O-])cc1)=N\OC(=O)Cc1ccc(Cl)cc1 | · | -24
CC(=O)N1CCN(C(=O)COc2ccc(Br)cc2)CC1 | 115 | 3
CS(=O)(=O)NCCSc1nnnn1-c1ccccc1 | 101 | 11
O=C(NC(=O)c1ccc2ccccc2n1)NC(c1ccccc1)c1ccccc1 | · | -3
O=C1c2ccc(Oc3ccc4c(c3)C(=O)N(c3nccs3)C4=O)cc2C(=O)N1c1nccs1 | 73 | ·
CC(=O)C1=C(O)C(=O)N(CCc2c[nH]c3ccccc23)C1c1ccc(O)cc1 (stereo not drawn) | 100 | 11
COC(=O)C1=C(O)/C(=C\c2c(F)cccc2Cl)N=C1C | · | 2
COc1ccc(CCNC(=O)Nc2ccc(Cl)c(Cl)c2)cc1 | · | -2

Whole records as entered above. Values in the order: BAP1 block, HePTP inhibitor
O=C(NC(=O)c1ccc2ccccc2n1)NC(c1ccccc1)c1ccccc1 across the screens: ·, -3
CS(=O)(=O)NCCSc1nnnn1-c1ccccc1 across the screens: 101, 11
CC(=O)N1CCN(C(=O)COc2ccc(Br)cc2)CC1 across the screens: 115, 3

(further entries)
SMILES | BAP1 block | HePTP inhibitor
Cn1cc(/C=C/c2nc3ccccc3c(=O)n2-c2ccccc2[N+](=O)[O-])c2ccccc21 | · | 2
COc1ccc(C(=O)Nc2c3c(nn2-c2ccc(C)cc2C)CSC3)cc1OC | 197 | ·
CCCCCCCCC(=O)N/N=C/c1ccc(Cl)cc1 | · | -18
O=C(NC12CC3CC(CC(C3)C1)C2)N1CCN(C(=O)C2CCCO2)CC1 (stereo not drawn) | 58 | 16
Nc1nc(Nc2cccc3ccccc23)nc(C2CCCC2=O)n1 (stereo not drawn) | 95 | ·
COc1nc(Nc2cccc(C(F)(F)F)c2)nc(OC)n1 | · | 0
CCOC(=O)Cc1nnc(Nc2cc(C)ccc2C)c2ccccc12 | · | 1
COc1ccc2nc(-c3ccccc3)[nH]c2c1 | 151 | -5
CN/S(=N/S(=O)(=O)c1ccccc1)c1ccc(C)cc1 (stereo not drawn) | 63 | 5
Cc1nnc(N(CCC#N)CCC#N)s1 | 97 | -3
Cc1ccc(C(=O)Nc2cccc(C(=O)NCc3ccco3)c2)cc1 | 114 | 3
COc1cccc(OC)c1C(=O)Nc1c2c(nn1-c1cccc(C)c1)CSC2 | 72 | ·
COc1cc2c(cc1NC(=O)c1cccc([N+](=O)[O-])c1)oc1ccccc12 | · | 48
COc1cccc2c(Cl)cc(C)nc12 | · | -4
O=C(COC(=O)c1ccc(S(=O)(=O)Nc2ccccc2)cc1)NCCN1C(=O)CSC1=O | 89 | -2
C/C(=C\C(=O)c1ccc(C)cc1)Nc1ccc(Br)c(C)c1 | · | 2
COc1ccc(-n2ncc3c(NCc4cccs4)ncnc32)cc1 | 145 | 2
CSc1cccc(NC(=O)CSc2nnc(C)s2)c1 | 112 | 0
O=[N+]([O-])c1ccc(-n2ncnc2-c2ccc(F)cc2)cc1 | · | -17
CN(C)c1c([N+](=O)[O-])cc([N+](=O)[O-])c2cccnc12 | · | -4
O=C(Cc1cc(=O)[nH]c(=O)[nH]1)N1CCC(Cc2ccccc2)CC1 | 96 | 5
COc1ccc(C(=O)Oc2cccc3c(OC)ccc(C=O)c23)cc1 | · | 3
N/C(=N\c1nc2c(c(=O)[nH]1)CCCC2)Nc1ccccc1 | 98 | 8
Oc1ccccc1C1=NOC(O)(C(F)(F)F)C1 (stereo not drawn) | · | 10
O=C(N=Nc1c(O)[nH]c2c(Br)cc(Br)cc12)c1ccccn1 | · | 6
O=C(CC1Sc2ccccc2NC1=O)Nc1cccc(C(=O)O)c1 (stereo not drawn) | 92 | 16&26
Cc1ccccc1C(=O)NC1CCN(Cc2nnnn2Cc2ccc(F)cc2)CC1 | 97 | 9
CC1(C)CC(=O)C=C(Nc2cc(-c3ccccc3)[nH]n2)C1 | · | 5&5
CCc1cc2c(=O)c(-c3cnn(-c4ccccc4)c3)coc2c(CN2CCOCC2)c1O | 104 | 8
COc1ccc(N2C(=O)C3C4C=CC(C5CC45)C3C2=O)c([N+](=O)[O-])c1 (stereo not drawn) | · | 2
Cc1cc(C)cc(OCc2nnc(SCC(=O)Nc3ccccc3)o2)c1 | 67 | 8
CCCCOC(=O)c1ccc(NC(=O)CSc2nnc(N)s2)cc1 | · | -12
N#CC1=C(N)OC2=C(C(=O)CCC2)C1C1C=CCCC1 (stereo not drawn) | 95 | 3
O=C(Nc1ccn(-c2ccccc2)n1)c1ccc(Cl)cc1 | · | 7
CC1(C)CC2CC(C)(CN2C(=O)CCCN2C(=O)c3ccccc3C2=O)C1 (stereo not drawn) | 97 | 8
O=C(O)/C=C\C(=O)OCCCC(F)(F)C(F)(F)F | · | -9
C#Cc1cccc(NC(=O)c2ccc(OC)cc2)c1 | · | 6
COc1ccc(C2/C(=C(/O)c3ccccc3)C(=O)C(=O)N2c2ncccn2)cc1OC (stereo not drawn) | 98 | 4
COc1ccc(NC(=O)CCN2C(=O)S/C(=C/c3ccc(OC)c(OC)c3)C2=O)cc1 | · | -1
COc1cc(C(=O)N(Cc2cc3ccccc3[nH]c2=O)CC2CCCO2)cc(OC)c1OC (stereo not drawn) | 93 | 1
CCOc1cccc(/C=N/N2CCN(Cc3cccc4ccccc34)CC2)c1O | · | 2
Cc1cccc(OCCSc2nc3ccccc3n2CCC(=O)O)c1 | 57 | ·
CCCCC(=O)Nc1cccc(-c2nn3c(C)nnc3s2)c1 | 103 | -2
O=C(Nc1cccc(I)c1)c1ccc2c(c1)C(=O)N(CC1CCCO1)C2=O (stereo not drawn) | · | 6
Cc1ccc(C(=O)c2coc3c2C(=O)C(=O)C(Cl)=C3Cl)cc1 | · | 25
CC(C)COc1nc2ccccc2nc1C(C#N)C(=O)NC1CCCCC1 (stereo not drawn) | · | 6
Cc1ccc(C)c(S(=O)(=O)n2ccnc2)c1 | 101 | ·
O=C1c2ccccc2C(=O)N1Cc1nc2ccccc2c(=O)n1Cc1ccccc1 | · | 8
COc1cc2c(cc1OC)C(c1cccs1)NCC2 (stereo not drawn) | · | -9
COCCn1c(SCC(=O)c2[nH]c(C)c(C(C)=O)c2C)nc2ccccc21 | 112 | 0
O=C(Cn1nc(-c2ccccc2)c2ccccc2c1=O)Nc1ccccn1 | 111 | 2
Cc1cc(C)nc(N2CCCC(C(=O)Nc3ccc4c(c3)OCO4)C2)n1 (stereo not drawn) | 102 | -2
Cc1cc(C(=O)OCC(=O)N2CCN(C(=O)c3ccco3)CC2)c(C)n1-c1ccc(F)cc1 | 100 | 10
CC(C)CCn1c(N2CCC(C(N)=O)CC2)nc2c1c(=O)[nH]c(=O)n2C | 105 | 3
CCNCCNC(=O)c1c(O)c2cccc3c2n(c1=O)CCC3 | · | 3
COc1ccc(OCC(=O)Nc2ccccc2OC(F)F)cc1 | 97 | -4

(next part)
SMILES | BAP1 block | HePTP inhibitor
CC1(C)CC(=O)C=C(NCc2cccs2)C1 | 94 | -2
CCCOC(=O)c1ccc(-n2nnnc2SCC(=O)N2CCCCC2)cc1 | 105&150 | 12
CCOc1ccc2c(C)c(CC)c(=O)oc2c1I | 136 | ·
COc1ccc(NC(=O)c2ccc(CN3CCc4ccccc4C3)cc2)c(OC)c1 | · | 7
O=C(O)CCc1ccc(-c2ccc(F)cc2)n1Cc1ccco1 | 105 | -7
CCOC(=O)N1CCC(NC(=O)C2CCN(c3ccc(N4CCOCC4)nn3)CC2)CC1 | · | -2
COc1ccc(C=C2C(=O)c3ccccc3C2=O)c(OC)c1 | · | 1
CCOC(=O)C1=C(C)NC2=C(C(=O)c3ccccc32)C1c1cccs1 (stereo not drawn) | · | -13
O=C(NCc1ccco1)c1cc2n(n1)C(C(F)(F)F)CC(c1ccc(Cl)c(Cl)c1)N2 (stereo not drawn) | 93 | 5
CCN(CC)C(=O)CSc1nc2ccccc2c(=O)n1-c1cccc(OC)c1 | 111 | 5
CCC1=NN2C(=N)/C(=C/c3ccc(-c4ccccc4C(=O)OC)o3)C(=O)N=C2S1 | · | 1
CCOC(=O)C(C)(C)Sc1nc2c(cnn2-c2ccc(C)cc2)c(=O)[nH]1 | 87 | 5
O=Cc1cn(-c2ccccc2)nc1-c1ccc(Cl)cc1 | · | -1

No enrichment for hits; any-hit rate near 0.79%.
